# RECQ1 helicase – qHTS Assay for Inhibitors of RecQ-Like Dna Helicase 1 (RECQ1). ATP-dependent DNA helicase Q1 (Homo sapiens), P46063. RECQ1 DNA unwinding, red fluorescence kinetic read. Potency, µM (highest dose often 57.3 µM), inactives show at the top dose activity, negative = inhibition, actives largely listed as inhibitors. 240,000 compounds, 0.54% hits. AID 2549, 2010;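 also: plate controls were vehicle for no effect and no enzyme for full effect; nearly all actives have a fitted effect of over 30% in size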
#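 50 nM RECQ1T1 preincubated 15 min with compound in Tris pH 8.0 buffer with MgCl2, DTT, Tween-20 and 2.5 ug/ml poly(dI-dC); started with 200 nM TAMRA/BHQ-2 forked duplex and 2 mM ATP. Unwinding read as fluorescence (525/598 nm), two reads 2 h apart.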
# Tau fibril FP – qHTS for Inhibitors of Tau Fibril Formation, Fluorescence Polarization; Microtubule-associated protein tau (Homo sapiens), P10636; 280,000 compounds, 0.39% hits; K18 P301L tau heparin fibrillization, Alexa594 FP, 6 h; Potency, µM (series often up to 57.7 µM), for the others: top-dose activity, negative = inhibition, hits mostly inhibitors; AID 1468, 2008; also: % is scaled to controls: 0 for no effect and ±100 for the full control effect; nearly all actives have a fitted effect of over 55% in size
# Target sequence (P10636 561-689 P618L limits assumed): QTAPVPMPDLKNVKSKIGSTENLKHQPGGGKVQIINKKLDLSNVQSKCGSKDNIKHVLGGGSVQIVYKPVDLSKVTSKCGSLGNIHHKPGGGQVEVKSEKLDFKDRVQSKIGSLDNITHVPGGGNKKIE
#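 Recombinant K18 P301L […], labeled with Alexa 594 at 0.24 uM over 15 uM unlabeled; heparin inducer 20 uM final; 37 C, 6 hr; FP endpoint.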
# TRb SRC2 PPI – qHTS for Inhibitors of the Interaction of Thyroid Hormone Receptor and Steroid Receptor Coregulator 2 | TRbeta-SRC2 peptide binding, fluorescence polarization; receptor liganded with 1 µM T3 | Potency, µM (doses to about 106 µM), without a hit: top-dose activity change, negative = inhibition, usual class: inhibitors | 280,000 compounds, 0.065% hits;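 also: plate controls were bound peptide for no effect and peptide without receptor for full effect; nearly all actives have a fitted effect of over 50% in size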
#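 Compounds were added to 0.6 uM TRb ligand-binding domain and 20 nM Texas Red-labeled SRC2 peptide in Tris buffer containing 1 uM T3, incubated 5 hr at ambient temperature, then read by fluorescence polarization.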
# Tau fluor cs – Counterscreen qHTS for Inhibitors of Tau Fibril Formation, Fluorescence Polarization | tau K18 P301L Alexa594 fluorescence, heparin fibrillization | Potency, µM (titrated, usually from 57.7 µM), for inactives: top-dose activity change, negative = decrease | 280,000 compounds, 0.93% hits; also: % is scaled to controls: 0 for no effect and ±100 for the full control effect; nearly all actives have a fitted effect of over 55% in size
#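 Human K18 P301L tau (15 uM unlabeled plus 0.24 uM Alexa 594-labeled, final) in 100 mM sodium acetate pH 7 was mixed with compound and 20 uM heparin and incubated 6 hr at 37 C.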
# TR SRC2 fluor cs – Total Fluorescence Counterscreen for Inhibitors of the Interaction of Thyroid Hormone Receptor and Steroid Receptor Coregulator 2. TRb/SRC2 Texas Red total fluorescence interference. 280,000 compounds, 0.29% hits. AID 1479, 2009. Potency, µM (titrated, usually from 106 µM), inactives show at the top dose fluorescence change, negative = quenching; active = well fitted curve in either direction with a large enough effect; inconclusive = small, poorly fitted or top-dose-only effect; also: % is scaled to controls: 0 for no effect and ±100 for the full control effect
#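 Human TRb ligand-binding domain at 0.6 uM with 20 nM Texas Red SRC2 peptide in Tris buffer containing 1 uM T3 and 5% DMSO, incubated with compound 5 h at ambient temperature. Total fluorescence (555/632 nm) calculated as parallel + 2 × perpendicular.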
# Tau ThT inhib – qHTS for Inhibitors of Tau Fibril Formation, Thioflavin T Binding. Microtubule-associated protein tau (Homo sapiens), P10636. recombinant tau K18 P301L, heparin-induced fibrillization, ThT fluorescence. Potency, µM (doses to about 57.4 µM), for the others: top-dose activity, negative = inhibition, actives largely listed as inhibitors. 270,000 compounds, 2.1% hits. AID 1460, 2008; also: % is scaled to controls: 0 for no effect and ±100 for the full control effect; nearly all actives have a fitted effect of over 55% in size
#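 Using a mix of unlabeled (15 uM) and Alexa 594-labeled (0.24 uM) tau K18 P301L, heparin-triggered fibrillization over 6 hr at 37 C was scored by ThT fluorescence.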
# L3MBTL1 block – qHTS Assay for the Inhibitors of L3MBTL1. Potency, µM (top dose mostly 57.1 µM), inactives show top-dose activity, negative = inhibition, usual class: inhibitors. 230,000 compounds, 0.66% hits. AID 485360, 2010. AlphaScreen L3MBTL1–H3K9me1 peptide binding. Lethal(3)malignant brain tumor-like protein 1 (Homo sapiens), Q9Y468; also: % is scaled to controls: 0 for no effect and ±100 for the full control effect; nearly all actives have a fitted effect of over 60% in size
# Target sequence (Q9Y468 whole entry, looked up): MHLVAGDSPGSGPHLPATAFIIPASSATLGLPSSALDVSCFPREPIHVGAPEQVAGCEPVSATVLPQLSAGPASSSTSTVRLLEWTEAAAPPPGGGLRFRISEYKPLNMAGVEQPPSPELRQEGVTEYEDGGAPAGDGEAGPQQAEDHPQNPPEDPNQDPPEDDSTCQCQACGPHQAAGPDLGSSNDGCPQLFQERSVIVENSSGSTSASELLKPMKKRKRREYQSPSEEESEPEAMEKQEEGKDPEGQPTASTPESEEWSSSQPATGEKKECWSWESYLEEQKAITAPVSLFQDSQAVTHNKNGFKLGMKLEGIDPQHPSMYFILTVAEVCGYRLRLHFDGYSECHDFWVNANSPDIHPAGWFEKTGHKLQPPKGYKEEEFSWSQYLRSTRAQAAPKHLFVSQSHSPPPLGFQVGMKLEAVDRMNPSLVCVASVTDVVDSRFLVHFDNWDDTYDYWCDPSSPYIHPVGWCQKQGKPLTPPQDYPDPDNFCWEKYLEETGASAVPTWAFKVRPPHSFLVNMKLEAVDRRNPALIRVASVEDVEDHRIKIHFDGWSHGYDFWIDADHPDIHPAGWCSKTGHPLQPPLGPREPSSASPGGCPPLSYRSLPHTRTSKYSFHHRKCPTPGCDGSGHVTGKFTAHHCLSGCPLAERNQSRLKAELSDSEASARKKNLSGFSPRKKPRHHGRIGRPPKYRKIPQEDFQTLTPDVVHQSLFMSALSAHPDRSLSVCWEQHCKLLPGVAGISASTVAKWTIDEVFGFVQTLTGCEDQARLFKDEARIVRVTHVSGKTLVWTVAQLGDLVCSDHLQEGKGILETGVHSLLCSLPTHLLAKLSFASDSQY
#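 L3MBTL1 (50 nM) pre-complexed 30 min with biotinylated H3(1-15)K9me1 peptide (75 nM), then compounds added for 30 min at room temperature; AlphaScreen streptavidin donor/nickel chelate acceptor beads (10 ug/mL final) read after 30 min dark incubation.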
# HTT cytoprotect – qHTS Multiplex Assay to Identify Dual Action Probes in a Cell Model of Huntington: Cytoprotection (ATP); PC12 HTT-Q103 induced, cytoprotection, ATP luminescence, 40 h; Potency, µM (doses to about 56.4 µM), inactives show cytoprotection (ATP increase), hits mostly activators; 230,000 compounds, 0.14% hits; AID 1471, 2008;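 also: % of control where 0% means no effect; nearly all actives have a fitted effect of over 45% in size; toxic huntingtin expression switched on by the ecdysone agonist tebufenozide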
#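 Stable PC12 Q103-GFP cells in serum-supplemented, phenol red-free DMEM; induction by tebufenozide at 100 nM final; compound dose series; cell viability quantified luminescently from ATP.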
# * hit, by the source's call; i = inactive; ? = inconclusive; · = no result given; & = joins results of further samples; [ ] = remark or other dose. Unless noted, calls follow the shape of the dose curve; as a rule, active = well fitted curve in the direction sought with a large enough effect; inconclusive = small, poorly fitted or top-dose-only effect, or another doubt; inactive = no such curve, though single readings can be large; an effect the other way counts as inactive or inconclusive. Potency is read from the fitted curve at half-maximal effect. An excerpt; the hit share may differ from the screen's.
SMILES,RECQ1 helicase,Tau fibril FP,TRb SRC2 PPI,Tau fluor cs,TR SRC2 fluor cs,Tau ThT inhib,L3MBTL1 block,HTT cytoprotect
COCCNC(=O)C(c1ccc(C)cc1)N(C(=O)CCC(=O)Nc1ccccn1)C1CCCC1 (configuration not stated),i,3%,2%,3%,0%,-3%,·,3%[10 µM]
COc1cc(/C=N/n2cnc3c(sc4nc(C)cc(C)c43)c2=O)ccc1O,i,-1%,-2%,-3%,-1%,·,·,12%[10 µM]
COC(=O)c1c(NC(=O)CCC(=O)O)sc(Cc2ccccc2)c1C,i,8%,-10%,-11%,-2%,·,·,-6%[10 µM]
CCn1ccnc1[C@@H]1C[C@H]2CN(Cc3cccc(Cl)c3)C(=O)[C@]23CCCN13,0%,-3%,4%,-3%,1%,-5%,-3%,10%[10 µM]
Cc1cc(C(=O)OCC(=O)Nc2ncc(C(F)(F)F)cc2Cl)c(C)o1,-6%,1%,3%,-4%,-4%,-8%,-5%,-11%
Cc1nc2c(-c3ccccc3)c(C)nn2c(C)c1CCC(=O)NC(C)CCc1ccco1 (configuration not stated),-18%,-13%,-16%,-20%,-4%,?,·,-32%
C=CCNC(=S)N1CCN(Cc2ccccc2)CC1,-11%,0%,3%,-7%,-4%,-8%,10%,2%[10 µM]
Cc1cc(NC(=O)C23CC4CC(CC(C4)C2)C3)n[nH]1,-6%,-4%,6%,-9%,4%,0%,-7%,-55%[inhibitor]
O=C(OCC(=O)N1CCN(c2ccccc2)CC1)c1ccc2ncsc2c1,-27%,-1%,-9%,-6%,3%,?,?,-13%
CC(C)(C)OC(=O)N1CC(O)CC1C(=O)OCC(=O)c1ccc(-c2ccccc2)cc1 (configuration not stated),i,3%,4%,-8%,-2%,-5%,·,-46%[inhibitor]
COCOc1cc(OC)ccc1C(=O)/C=C/c1cccc(C(F)(F)F)c1,-9%,4%,-5%,-4%,1%,-8%,·,-9%
O=C(c1ccco1)N1CCN(S(=O)(=O)c2ccc3[nH]c(=O)oc3c2)CC1,-7%,3%,5%,2%,2%,-2%,3%,14%
CCOc1ccc(N(C)S(=O)(=O)c2ccc3[nH]cc(C(=O)NCc4ccccc4)c(=O)c3c2)cc1,·,-12%,-2%,-9%,-5%,-1%,·,·
Cc1ccc(-n2c(SCC(=O)Nc3cccc(S(=O)(=O)NC4=NCCCCC4)c3)nc3ccccc3c2=O)cc1,-3%,-11%,3%,-26%,0%,-4%,-2%,27%[10 µM]
COc1ccc(CCNC(=O)Cn2cc(S(=O)(=O)Cc3cccc(Cl)c3)c3ccccc32)cc1OC,·,-6%,9%,?,8%,?,·,·
CCCCC(Sc1nc(N)c(NC(=O)c2ccc(OCC)cc2)c(=O)[nH]1)C(=O)O (configuration not stated),i,?,3%,-10%,4%,?,·,-3%
Cc1ccc(C(=O)NNC(=O)c2cccc(S(=O)(=O)N3CCN(c4ccccc4)CC3)c2)cc1,4%,1%,1%[53 µM],14%,-4%[53 µM],13%,-18%,-4%[10 µM]
COCCCNC(=S)NNC(=O)C(O)(c1ccccc1)c1ccccc1,i,2%,-5%,11%,-3%,6%,8%[11.4 µM],-16%
O=C(CCc1ccccc1)Nc1ccccc1C(=O)NCc1ccco1,0%,10%,-12%,-5%,-1%,-6%,-18%,14%[10 µM]
COc1ccc(NCN2C(=O)CCC2=O)cc1,i,-6%,-5%,-6%,0%,-5%,·,-2%
COc1ccc(Cc2nc(-c3ccccn3)no2)cc1OC,14%,-3%,-1%,7%,0%,12%,-13%,-26%
C=Cc1ccc(Cn2c(C)c(CNCc3cccc(Br)c3)c(C(=O)O)c2C)cc1,·,3%,2%,1%,0%,-1%,·,·
Cn1cccc1Cc1nnc(SCC(=O)Nc2ccc(Cl)cc2)n1-c1ccc(F)cc1,-6%,-4%,-12%,?,-2%,0%,-18%,-12%
COc1cc(NC(=O)C2CC2C)c(C(=O)O)cc1OC (configuration not stated),-17%,-7%,-14%,-2%,-7%,-7%,·,-20%
CCCCCC1CC(/C(C)=N/NC(N)=O)OC1=O (configuration not stated),-6%,0%,-16%,-6%,0%,-1%,·,33%

# Individual results from the results shown.
# `CCOc1ccc(N(C)S(=O)(=O)c2ccc3[nH]cc(C(=O)NCc4ccccc4)c(=O)c3c2)cc1` in TRb SRC2 PPI is listed with -2%
# `O=C(CCc1ccccc1)Nc1ccccc1C(=O)NCc1ccco1` in Tau fibril FP is listed with 10%

# Molecules listed so far that contain a thiophene ring, fused or not:
SMILES,RECQ1 helicase,Tau fibril FP,TRb SRC2 PPI,Tau fluor cs,TR SRC2 fluor cs,Tau ThT inhib,L3MBTL1 block,HTT cytoprotect
COc1cc(/C=N/n2cnc3c(sc4nc(C)cc(C)c43)c2=O)ccc1O,i,-1%,-2%,-3%,-1%,·,·,12%[10 µM]
COC(=O)c1c(NC(=O)CCC(=O)O)sc(Cc2ccccc2)c1C,i,8%,-10%,-11%,-2%,·,·,-6%[10 µM]

# (more compounds)
SMILES,RECQ1 helicase,Tau fibril FP,TRb SRC2 PPI,Tau fluor cs,TR SRC2 fluor cs,Tau ThT inhib,L3MBTL1 block,HTT cytoprotect
CCCCSc1nc(C)cc(NC(=S)Nc2ccc(OC)cc2)n1,0%,-2%,5%,-8%,3%,-2%,6%,-52%[inhibitor]
Cc1ccccc1NC(=O)Cn1c(=O)n(Cc2ccc3c(c2)OCO3)c(=O)c2oc3ccccc3c21,·,-10%,-3%,-13%,0%,12%,·,·
Cc1cc(C)n2cc(CSc3nnnn3-c3ccccc3C)nc2n1,-5%,3%,6%,-5%,1%,2%,-1%,-5%
O=C(Nc1ccc(N2CCOCC2)c(C(=O)O)c1)c1ccc(Br)cc1,·,-8%,-6%,-6%,-2%,-15%,·,·
CC(C)(C)NCC(O)c1cc(O)cc(O)c1 (configuration not stated),-1%,-11%&2%&-2%,-5%&-1%&4%,5%&7%&-4%,-1%&-9%&-2%,-1%&0%&-12%,0%,-7%
O=C(Oc1cc(-c2ccccc2)no1)c1ccc(Cl)cc1,0%,1%,-1%,-15%,1%,-24%,·,-15%[10 µM]
C=CCc1ccc(OCCOc2cccc3cccnc23)c(OC)c1,-5%,-9%,0%,-23%,-2%,?,-5%,·
Cc1cnc(NC(=O)c2c(O)c3cccc4c3n(c2=O)CCC4)s1,-2%,-5%,2%,-7%,-1%,-22%,0%,5%
COc1ccccc1OCC(=O)NN1Cc2ccccc2C1=N,4%,7%,-4%,-2%,-1%,0%,·,9%
COCCNC(=O)/C(C#N)=C/c1ccc(-c2ccc(OC)cc2[N+](=O)[O-])o1,-4%,-1%,-3%,-18%,-4%,?,-2%,-13%
Fc1ccc(Br)cc1C1C=C(c2ccc(Br)cc2)Nc2ncnn21 (configuration not stated),-3%,0%,0%,-12%,0%,-1%,·,-19%
O=C1N(C2CCCC2)C[C@@H]2C[C@@H](c3cccn3-c3nccs3)N3CCC[C@@]123,0%,14%,-6%,6%,-4%,-24%,-1%,-7%
CCOc1ccccc1NC(=O)CSc1ncnc2c1oc1ccccc12,-6%,-6%,7%,-19%,1%,-20%,-2%,-1%
CC1=C(C(=O)NC2CCC(C)CC2)C2(CCC(C)CC2)OC1=O (configuration not stated),-8%,-12%,7%,-11%,2%,1%,6%,1%[10 µM]
O=C(Cn1ccc2ccccc2c1=O)NCCC(=O)NC1CCN(Cc2ccccc2)CC1,-13%,6%,-11%,27%,-5%,19%,-12%[11.4 µM],-6%
Clc1cncc(Cl)c1NNc1c2ccccc2nc2ccccc12,-4%,?,3%,?,-1%,?,2%,10%[10 µM]
CC12CC(c3ccccc3O1)C(C(=O)N1CCOCC1)C(=O)N2 (configuration not stated),15%,-3%,4%,-13%,1%,-11%,3%,-8%
CC(C)CN(C(=O)CSc1nnc(-c2ccco2)o1)c1c(N)n(Cc2ccccc2)c(=O)[nH]c1=O,-5%,3%,-4%,1%,-2%,6%,-1%,-16%
O=C(COC(=O)COc1ccccc1[N+](=O)[O-])NC1CCCC1,-2%,0%,6%,8%,-1%,10%,2%,-11%[10 µM]
O=C1CC(c2ccccc2)CC(O)=C1C=NCCN1CCN(C(=O)Nc2ccccc2)CC1 (configuration not stated),i,9%,0%,4%,2%,-1%,2%,7%
COC(=O)c1ccc(NC(=O)CSc2nnc3c4ccccc4n(C(C)C)c3n2)cc1,·,-12%,1%,?,-5%,?,·,·
Cn1nc([N+](=O)[O-])nc1Oc1ccc(C(C)(C)C)cc1,3%,0%,3%,-5%,1%,-1%,-9%,-1%[0.074 µM]
Cc1cc2ncn(CCC(=O)NC3CCCC3)c2cc1C,-1%,4%,-10%,-1%,-1%,-3%,12%,4%
CCOC(=O)c1cc(NC(=O)SCC(=O)O)c(C)nc1C,-8%,-9%,1%,-7%,0%,-17%,-2%[11.4 µM],-28%[10 µM]
CC(C)(C)c1ccc2c(c1)C(c1ccc3c(c1)OCO3)CC(=O)O2 (configuration not stated),-8%[81.1 µM],5%[81.3 µM],3%,-28%[81.3 µM],-3%,-21%[81.4 µM],5%,-1%
CN(C)c1ccc(N=Cc2ccco2)cc1,6%,?,3%,?,-3%,?,?,-19%

# Gathered by group, those above with a CF3 group
SMILES,RECQ1 helicase,Tau fibril FP,TRb SRC2 PPI,Tau fluor cs,TR SRC2 fluor cs,Tau ThT inhib,L3MBTL1 block,HTT cytoprotect
Cc1cc(C(=O)OCC(=O)Nc2ncc(C(F)(F)F)cc2Cl)c(C)o1,-6%,1%,3%,-4%,-4%,-8%,-5%,-11%
COCOc1cc(OC)ccc1C(=O)/C=C/c1cccc(C(F)(F)F)c1,-9%,4%,-5%,-4%,1%,-8%,·,-9%

# Source: PubChem
